# Xi reactivation = X-chromosome reactivation activator; 360,000 compounds, 0.055% hits; activation, % at 7.58 µM; XiGFP mouse fibroblasts, % GFP-positive cells imaging, 3 d; cells co-treated with 5-aza-dC sensitizer; scaled so ellipticine positive control = 100%;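 active = mean normalized replicate activation at least 10% and every replicate at or above 10%; inconclusive = only one of the two criteria met; inactive = mean below 10% and not all replicates reach 10%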;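 note: 0% = median of on-plate neutral control wells and 100% = ellipticine 6 µM median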
#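 Schedule: 3 d treatment, 15 min room-temperature fixation; system: 68-5-11 XiGFP fibroblast line; buffer or medium: DMEM plus 5-aza-dC sensitizer; control set: ellipticine 6 µM positive control; compound: one concentration, pinned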
# EWS-Fli inh = inhibitors of EWS/Fli oncoprotein transcriptional activity. A673 NR0B1-luciferase reporter, viability-normalised. inhibition, % at 12.6 µM. 350,000 compounds, 0.67% hits;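 active = mean inhibition of at least 50% after viability correction, with every replicate also passing that limit; inconclusive = mean reaches 50% but only one of two replicates passes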;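 note: firefly luciferase signal divided by Alamar Blue viability fluorescence both relative to DMSO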
# S100A4 MyoIIA = inhibitors of human S100A4 binding to myosin IIA peptide | 360,000 compounds, 0.14% hits | S100A4/TAMRA-MyoIIA peptide fluorescence polarization | AID 652163 | inhibition, % at 10.7 µM;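 active = mean inhibition of at least 70% across replicates, with every replicate also reaching that level; inconclusive = mean inhibition reaches 70% but some replicates fall short; inactive = mean inhibition below 70%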
#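 Material: S100A4 monomer protein | Medium: HEPES pH 7.2 with CaCl2, KCl, NaCl, DTT, Triton | Reagent: Labelled myosin peptide probe, 5 nM | Doses: One dose per compound | Times: 5 min incubation before reading | Benchmarks: Neutral control DMSO, positive control TFP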
# RAD52 anneal inh = inhibitors of human RAD52 DNA annealing. recombinant RAD52 DNA annealing, FRET fluorescence. inhibition, % at 18.7 µM. 360,000 compounds, 0.46% hits. AID 651710;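 active = every replicate showing at least 50% inhibition; inconclusive = mean inhibition at least 50% but not in every replicate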
# Target sequence (P43351 whole entry, looked up): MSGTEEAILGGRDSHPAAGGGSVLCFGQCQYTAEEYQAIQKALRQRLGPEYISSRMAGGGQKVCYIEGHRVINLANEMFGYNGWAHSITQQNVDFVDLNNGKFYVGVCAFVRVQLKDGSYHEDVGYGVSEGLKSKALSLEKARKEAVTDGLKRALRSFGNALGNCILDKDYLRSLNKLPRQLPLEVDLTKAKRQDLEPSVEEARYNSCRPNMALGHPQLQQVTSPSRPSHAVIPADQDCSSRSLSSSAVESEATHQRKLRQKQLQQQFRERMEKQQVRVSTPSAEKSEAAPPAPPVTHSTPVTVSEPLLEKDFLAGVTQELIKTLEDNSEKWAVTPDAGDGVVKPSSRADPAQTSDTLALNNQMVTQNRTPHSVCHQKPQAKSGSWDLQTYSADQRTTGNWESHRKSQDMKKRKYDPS
# RAD54 inh = RAD54 (human) branch migration inhibition; Q92698; inhibition, % at 10.4 µM; AID 602329; RAD54 Holliday junction branch migration, FAM/BHQ fluorescence; 360,000 compounds, 0.14% hits;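 active = mean normalized replicate activity at least 40 and at least half of replicates scoring 40 or more; inconclusive = only one of the two criteria met; inactive = mean below 40 and under half of replicates reaching 40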;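 note: 0% = median of neutral control wells and 100% = median of positive control wells; inhibitors cause a drop in the FAM fluorescence signal; in these data hits start at about 50%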
# FN deposit inh = fibronectin deposition inhibition; AH1F fibroblasts, Alexa488-fibronectin deposition fluorescence, overnight; inhibition, % at 12.6 µM; 350,000 compounds, 0.086% hits;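 active = mean inhibition across replicates of 30% or more, regardless of how many single replicates reach that level; inconclusive = mean under 30% yet at least half of replicates reach 30%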;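 note: positive control wells lacked labelled fibronectin entirely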
#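 Assay system: AH1F fibroblasts assembling fluorescent fibronectin matrix; Amount: 10000 AH1F cells per well; Buffer or medium: DMEM, 2% serum; Probe or stimulus: Alexa488-fibronectin, 24 nM final in well; Doses: single compound dose, delivered by pin transfer; Incubation: 1 h adhesion, overnight exposure; Measured by: fluorescence 485/525 nm; Read-out: fibronectin deposition inhibition.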
# esBAF inh = inhibitors of esBAF chromatin remodeling in mouse ES cells; Bmi1-luciferase knock-in reporter, 24 h; 100% = twice the neutral-well signal; reporter increase, % at 12.5 µM; 350,000 compounds, 2% hits; in the data active = activation above about 40%; inconclusive = no clear call, values can overlap the other calls;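 note: 0% = median of the plate's neutral control wells and 100% = double that signal; a rise in the Bmi1 reporter signal indicates esBAF inhibition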
# E-selectin induc = E-selectin induction on HUVECs | P16581 | HUVEC E-selectin immunofluorescence imaging; normalized: neutral wells 0, TNF-alpha wells 100 | activation, % at 7.58 µM | 260,000 compounds, 0.37% hits | AID 686992;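 active = mean E-selectin-positive cell signal at least 10% of the positive control, reached in at least 60% of replicates, without over 20% cell loss; inconclusive = no rule given, readout overlaps actives, possibly toxicity-flagged; inactive = the rest, including those meeting only one limit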;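 note: in these data hits start at about 27%; measured in HUVEC primary endothelial cells; signal is the percent of cells scored E-selectin positive by PE staining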
# Target sequence (P16581 whole entry, looked up): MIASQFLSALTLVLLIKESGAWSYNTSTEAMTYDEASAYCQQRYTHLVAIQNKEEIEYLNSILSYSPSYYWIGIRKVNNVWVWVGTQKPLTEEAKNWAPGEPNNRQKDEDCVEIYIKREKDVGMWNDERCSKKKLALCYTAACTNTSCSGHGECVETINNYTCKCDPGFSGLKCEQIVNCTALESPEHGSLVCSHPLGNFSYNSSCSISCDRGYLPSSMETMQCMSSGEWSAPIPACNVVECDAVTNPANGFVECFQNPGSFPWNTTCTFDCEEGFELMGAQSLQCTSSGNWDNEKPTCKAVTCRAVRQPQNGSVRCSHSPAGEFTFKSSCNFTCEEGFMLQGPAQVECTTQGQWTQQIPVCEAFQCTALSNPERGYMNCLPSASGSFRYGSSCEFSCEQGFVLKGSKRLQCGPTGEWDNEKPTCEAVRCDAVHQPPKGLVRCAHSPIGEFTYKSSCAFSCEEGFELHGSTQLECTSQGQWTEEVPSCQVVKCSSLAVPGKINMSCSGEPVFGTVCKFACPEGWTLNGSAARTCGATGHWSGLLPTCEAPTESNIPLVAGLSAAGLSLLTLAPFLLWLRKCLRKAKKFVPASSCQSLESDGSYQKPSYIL
#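 Material: HUVEC primary endothelial cells; Amount: 3,000 cells per well; Dosing: single concentration; Medium: EGM-2 growth medium on 0.1% gelatin-coated wells; Read-out basis: percent E-selectin-positive cells; Signal: immunofluorescence imaging; Control set: TNF-alpha, DMSO.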
# * marks the source's active call; other numbers are inactive results; ? = inconclusive; nt = not tested or not shown.
# Values in the order – Xi reactivation	EWS-Fli inh	S100A4 MyoIIA	RAD52 anneal inh	RAD54 inh	FN deposit inh	esBAF inh	E-selectin induc
Cc1cc(S(=O)(=O)Nc2ccc(C(=O)NCC3(N(C)C)CCCCC3)cc2)ccc1F
  0.0	1	-20	-1	1	8	0	-1.7
O=C(NC1CC1)C1=C[C@H](C2CCCCC2)C[C@H](OCc2ccc(CO)cc2)O1
  -0.6	10	3	-45	-3	2	-1	-0.1
CCOC(=O)C1(Cc2cccc(Cl)c2)CCCN(C(=O)CCC(=O)N(C)C)C1 (stereo not given)
  -0.1	0	0	-3	nt	-4	nt	nt
Cc1ccc(S(=O)(=O)N[C@@H]2C=C[C@H](CC(=O)N3CCc4ccccc4C3)O[C@H]2CO)cc1
  0.7	8	-1	-13	-4	nt	0	-0.3
O=C(NCc1ccc2c(c1)OCO2)Nc1ccc([N+](=O)[O-])cc1
  0.0	nt	-1	-5	1	nt	nt	0.4
COc1ccc(C(=O)NCCS(=O)(=O)N2CCN(C(=O)c3ccco3)CC2)cc1
  0.2	-3	7	-11	7	1	nt	nt
CN(C)CC(=O)N[C@H]1C=C[C@H](CC(=O)NCc2ccc(Cl)cc2)O[C@@H]1CO
  0.3	-3	9	-11	1	6	0	0.0
Cc1ccccc1OCCn1cc(C(=S)N2CCN(C)CC2)c2ccccc21
  0.0	-7	2	3	nt	0	nt	0.9
CC(C)c1ccc(NC(=O)CSC(C)c2nc3ccccc3c(=O)[nH]2)cc1 (stereo not given)
  0.0	20	-2	-19	-6	-1	0	nt
C/C=C/c1ccc([C@H]2[C@@H](CO)N(C(=O)C3CCC3)[C@@H]2CN(CC)C(=O)CC)cc1
  0.3	nt	nt	-14	nt	2	nt	0.1
OCCNc1nc(Nc2cc(Cl)ccc2OC2CCCC2)nc(N2CCCC2)n1
  0.0	-10	-10	-14	1	5	18	0.1
CC(C)c1ccc(NC(=O)Nc2nc(C(N)c3ccccc3Cl)cs2)cc1 (stereo not given)
  0.8	35	-10	-110	2	-3	3	0.1
CCOC(=O)c1[nH]cnc1C(=O)N[C@@H](C)c1ccccc1
  0.0	-1	-2	-8	-7	0	1	0.0
CCOC(=O)[C@@H]1CSCCS(=O)(=O)N1C(=O)[C@H](C)NC(=O)OC(C)(C)C
  0.4	-1	6	-3	nt	5	nt	nt
O=C(NCC1CC1)c1onc(CSc2nc3ccccc3[nH]2)c1C(=O)NCC1CC1
  0.2	17	-3	-16	5	-4	-1	0.8
CCC(Oc1ccccc1)C(=O)NCCCN1CCOCC1 (stereo not given)
  0.1	8	1	-7	5	nt	-11	-0.2
NC(c1csc(Nc2nncc3ccccc23)n1)c1ccccc1Cl (stereo not given)
  0.1	-8	0	-19	1	-12	-1	0.0
CC1CCCN1c1ccnc2cc(Cl)ccc12 (stereo not given)
  -0.1	8	-1	1	13	11	-1	0.7
CCN(C(=O)COC(=O)CCC(=O)c1ccccc1)c1c(N)n(Cc2ccccc2)c(=O)[nH]c1=O
  -0.1	-5	-7	-23	-8	-1	1	-0.9
COc1cc(S(=O)(=O)N(Cc2ccccn2)Cc2ccco2)ccc1-n1cnnn1
  nt	3	-2	-7	-12	nt	-5	nt

# Compound profiles, as listed above. Values in the order: Xi reactivation	EWS-Fli inh	S100A4 MyoIIA	RAD52 anneal inh	RAD54 inh	FN deposit inh	esBAF inh	E-selectin induc
# CCN(C(=O)COC(=O)CCC(=O)c1ccccc1)c1c(N)n(Cc2ccccc2)c(=O)[nH]c1=O in the list: -0.1	-5	-7	-23	-8	-1	1	-0.9
# O=C(NCC1CC1)c1onc(CSc2nc3ccccc3[nH]2)c1C(=O)NCC1CC1 in the list: 0.2	17	-3	-16	5	-4	-1	0.8
# CC1CCCN1c1ccnc2cc(Cl)ccc12 (stereo not given) in the list: -0.1	8	-1	1	13	11	-1	0.7

# Continued.
# Values in the order – Xi reactivation	EWS-Fli inh	S100A4 MyoIIA	RAD52 anneal inh	RAD54 inh	FN deposit inh	esBAF inh	E-selectin induc
O=C(Cn1cc(C(F)(F)F)ccc1=O)N/N=C/c1ccc(Cl)cc1
  0.1	-5	-3	-25	nt	0	nt	-0.2
Cc1ccc(S(=O)(=O)N(C)C[C@@H]2Oc3cc(C#Cc4ccncc4)ccc3S(=O)(=O)N([C@@H](C)CO)C[C@@H]2C)cc1
  -1.3	35	-32	-83	14	18	3	0.5
C[C@@H]1CN([C@@H](C)CO)C(=O)c2cc(NS(=O)(=O)c3ccc(Cl)cc3)ccc2O[C@@H](C)CCCCO[C@H]1CN(C)C(=O)c1ccncc1
  0.3	-5	0	-1	-1	2	-3	-0.3
O=C(CCc1nc2ccccc2c(=O)[nH]1)Nc1ccc(F)c([N+](=O)[O-])c1
  0.1	17	-6	-65	nt	3	nt	-0.1
Cc1ccc(NC(=O)CCNS(=O)(=O)c2ccc3[nH]c(=O)oc3c2)c(Cl)c1
  0.0	nt	-7	-13	9	10	-7	-0.1
C[C@H](CO)N1C[C@H](C)[C@@H](CN(C)C(=O)Nc2cccc3ccccc23)OCCCC[C@H](C)Oc2ccc(NC(=O)Nc3ccc(F)cc3)cc2C1=O
  0.2	10	-17	0	-2	5	1	0.1
Cc1noc(C)c1S(=O)(=O)N(C)C[C@H]1Oc2ccc(NC(=O)CCCCCC(=O)Nc3ccccc3N)cc2CC(=O)N([C@@H](C)CO)C[C@@H]1C
  -1.0	-4	-4	12	nt	-2	nt	0.2
CN(c1ccccc1)S(=O)(=O)c1cccc(Cl)c1Cl
  0.1	-7	-2	-4	nt	-7	nt	-0.2
Cc1ccc(/C=C/C(=O)O)cc1S(=O)(=O)NCc1cccnc1
  1.1	7	0	-14	-12	-2	-3	nt
COc1ccc(C(=O)Cn2c(Cl)nc3c2c(=O)n(C)c(=O)n3C)cc1
  0.2	15	-1	8	-4	-1	-8	0.9
O=C(C[C@@H]1C=C[C@@H](NC(=O)C2CCOCC2)[C@@H](CO)O1)Nc1ccccc1
  -0.1	-8	10	-17	nt	nt	nt	-0.3
C[C@H]1CN([C@@H](C)CO)C(=O)c2cccc(NS(=O)(=O)c3cccs3)c2O[C@@H]1CN(C)S(=O)(=O)c1cn(C)cn1
  0.2	8	-8	12	8	nt	3	0.9
C[C@H](CO)N1C[C@H](C)[C@H](CN(C)Cc2ccc3c(c2)OCO3)OCCCC[C@H](C)Oc2ccc(NC(=O)c3ccccc3)cc2C1=O
  0.2	3	-2	14	7	nt	1	0.4
C[C@H](CO)N1C[C@H](C)[C@@H](CN(C)C(=O)Nc2ccccc2)Oc2c(NC(=O)C3CCOCC3)cccc2C1=O
  0.0	-3	0	6	10	nt	5	nt
C[C@@H]1CN([C@H](C)CO)C(=O)c2cc(C#CC3(O)CCCC3)cnc2O[C@@H]1CN(C)C(=O)Cc1cccnc1
  -1.0	4	nt	nt	nt	-4	5	1.3
COc1ccccc1CC(=O)NCc1csc(-c2cccs2)n1
  0.1	-75	-4	-23	4	-6	nt	0.0
C=CC[C@H](CC(=O)NCCO)C(=O)N[C@@H](C)COC(=O)[C@H](CC=C)CC(=O)OC(C)(C)C
  0.0	2	-4	5	2	0	0	-1.9
C[C@@H]1CCCCO[C@@H](CN(C)C(=O)Nc2ccc3c(c2)OCO3)[C@H](C)CN([C@@H](C)CO)C(=O)c2cc(NC(=O)Cc3ccccc3)ccc2O1
  -0.6	-4	nt	nt	4	nt	-1	-0.3
O=C(C[C@@H]1C=C[C@H](NC(=O)NC2CCCC2)[C@@H](CO)O1)NCc1ccc(F)cc1
  0.1	-1	-19	-19	-3	2	-6	-0.2
O=C1c2ccccc2NC(c2ccccn2)N1NS(=O)(=O)c1ccccc1 (stereo not given)
  0.0	-39	1	-11	2	2	-2	-0.8
COc1ccc(OCCn2cc(/C=N/NC(=O)c3ccncc3)c3ccccc32)cc1
  -0.1	-6	1	-10	nt	-3	nt	-3.0
CCCNC(=O)C1(C)CCN(C(=O)c2oc3ccccc3c2C)C1 (stereo not given)
  0.1	-4	2	-16	-5	1	-3	0.0
C[C@@H]1CN([C@@H](C)CO)C(=O)c2cc(NC(=O)CCN3CCOCC3)ccc2O[C@@H]1CN(C)S(C)(=O)=O
  0.1	-2	2	-7	1	nt	-4	11
COc1ccccc1CNC(=O)c1ccncc1
  0.0	7	6	-15	1	12	0	nt
O=C1CSc2ccc(C(=O)Nc3cccc(S(=O)(=O)Nc4ccc(Br)cc4)c3)cc2N1
  0.0	13	4	-13	nt	nt	-15	nt
Cc1ccccc1S(=O)(=O)N1C[C@@H](O)COC[C@H]2O[C@@H](CC(=O)N3CCC(Cc4ccccc4)CC3)CC[C@@H]21
  -0.1	12	2	30	5	-2	4	0.2
COC(=O)C1=C(C)N(CCc2ccccc2)C(=O)C1(NS(=O)(=O)c1ccc(NC(C)=O)cc1)C(F)(F)F (stereo not given)
  nt	3	-5	-1	-8	nt	-1	nt
CCCNC(=O)Nc1ccc2c(c1)C(=O)N(C)C[C@@H](OC)[C@H](C)CN(C(=O)CC)[C@@H](C)CO2
  0.4	-1	nt	nt	1	-6	-7	0.2
COc1ccc(-c2nc(CSCC(=O)NC3CCCC3)c(C)o2)cc1OC
  0.4	nt	6	-16	nt	-9	nt	nt
COc1cccc2sc3cc(NCc4ccc(C)o4)ccc3c(=O)c12
  0.1	-43	?	-92	11	7	?	-0.7
CO[C@@H]1CN(C)C(=O)c2ccc(NC(=O)c3ccno3)cc2OC[C@@H](C)N(S(C)(=O)=O)C[C@@H]1C
  0.3	-6	2	-237	nt	-1	nt	-0.2
COc1ccc(NC(=O)CSc2nc(C)cc(C)n2)c([N+](=O)[O-])c1
  0.2	2	-5	-40	nt	nt	nt	nt
Cc1cccc(C(=O)NNC(=O)c2n[nH]c(=O)c3ccccc23)c1C
  -0.1	-34	-1	-14	11	7	23	nt
COc1ccc(NC(=O)N[C@H]2CC[C@@H](CC(=O)NCc3ccccn3)O[C@@H]2CO)cc1
  0.0	-1	2	-26	-2	nt	3	-0.2
S=C(Nc1cccnc1)NC1CCCC1
  1.0	0	-5	-12	0	-6	nt	nt
CC(=O)Oc1ccc(/C=C/c2nc3ccccc3c(=O)o2)cc1
  1.5	38	1	-10	0	-5	-33	0.2

# Screens: PubChem, Broad Institute
